Compound activity from PubChem BioAssay.
MEKK2wt PB1 HTS = modulators of MEK5 binding to wildtype MEKK2, primary screen, biochemical, multiplex bead flow cytometry, Alexa488-MEK5; AID 1531, 2009; Alexa488-MEK5 binding to MEKK2 WT; actives lie on both sides; Mitogen-activated protein kinase kinase kinase 2 (Homo sapiens), Q9Y2U5; binding response (% of control), % at 10 µM; 1.1% of 290,000 active; in the data active means binding response below about 67% or above about 130%
GPR7 antagonist = GPR7 receptor antagonists, primary screen, cell-based, fluorescence, single concentration. Neuropeptides B/W receptor type 1 (Homo sapiens), P48145. GPR7-expressing cells, fluorescence antagonist assay. inhibition, % at 4.4 µM. 1.1% of 290,000 active. AID 1861, 2009; in the data active means inhibition above about 16%, passing the limit was not always enough;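 further: cells stimulated with the agonist NPW; 0% = agonist with vehicle and 100% = vehicle without agonist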
Target sequence (P48145 whole entry, looked up): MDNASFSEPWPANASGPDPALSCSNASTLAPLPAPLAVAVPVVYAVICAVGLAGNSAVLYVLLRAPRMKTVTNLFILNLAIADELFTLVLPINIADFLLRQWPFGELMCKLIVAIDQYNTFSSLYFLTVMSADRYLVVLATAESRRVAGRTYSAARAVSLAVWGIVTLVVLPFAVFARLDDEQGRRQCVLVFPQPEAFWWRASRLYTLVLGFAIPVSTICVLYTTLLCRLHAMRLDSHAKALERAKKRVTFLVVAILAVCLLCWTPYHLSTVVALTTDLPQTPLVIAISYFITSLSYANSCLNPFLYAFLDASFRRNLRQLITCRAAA
OXTR ag = human OXTR agonists, primary screen, fluorescence, CHO-OTR cells, Fluo-8 calcium; Fluo-8 calcium fluorescence; normalized: DMSO 0%, oxytocin 100%; AID 2435, 2010; 0.32% of 320,000 active; activation, % at 3 µM; Oxytocin receptor (Homo sapiens), P30559;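 active means activation above the mean of all tested compounds plus 3 SD, cutoff set per screening run, cut at about 20% in these data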;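 further: peak over basal fluorescence ratio from a 100 s FLIPR kinetic read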
Target sequence (P30559 whole entry, looked up): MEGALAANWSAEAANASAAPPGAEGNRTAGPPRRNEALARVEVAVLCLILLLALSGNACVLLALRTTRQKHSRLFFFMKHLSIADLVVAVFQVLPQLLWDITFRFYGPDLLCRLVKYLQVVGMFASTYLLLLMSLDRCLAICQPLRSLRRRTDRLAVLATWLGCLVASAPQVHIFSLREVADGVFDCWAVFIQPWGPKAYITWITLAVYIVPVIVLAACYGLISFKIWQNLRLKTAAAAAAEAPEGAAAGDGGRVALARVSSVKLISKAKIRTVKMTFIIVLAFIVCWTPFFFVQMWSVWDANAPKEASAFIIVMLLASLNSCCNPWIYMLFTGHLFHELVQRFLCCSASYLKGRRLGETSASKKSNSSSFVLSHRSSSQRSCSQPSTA
NALP1 inh = NALP1 inflammasome inhibitors in reconstituted yeast, colorimetric, S. cerevisiae, triplicate retest; S. cerevisiae NALP1/ASC/caspase-1 growth, X-gal OD620, 72 h; inhibition, % at 10 µM; 0.61% of 280,000 active; in the data active means inhibition mostly above about 24%, no sharp cut-off; inactive means mostly below about 32%; further: some compounds called inactive have numbers as strong as hits
MEKK2 mut-MEK5 = MEK5 binding signal on mutant MEKK2 PB1, primary screen, biochemical, multiplex bead flow cytometry, Alexa488-MEK5 | Alexa488-MEK5 binding to MEKK2 mutant | percent response, % at 10 µM | 0.35% of 290,000 active | AID 1530, 2009; in the data active means percent response above about 24%, passing the limit was not always enough; further: inactives centre near 1; some results filed as inactive read as strong as hits
V1aR counter = agonists of human V1a receptor, primary screen, counter-screen for OXTR agonist project, fluorescence, CHO-V1R cells; activation, % at 3 µM; 0.25% of 320,000 active; AID 2797, 2010; Vasopressin V1a receptor (Homo sapiens), P37288; Fluo-8 calcium fluorescence, agonist mode; 0% DMSO, 100% 3 nM vasopressin;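 active means activation above the mean activation of all tested compounds plus 3 SD, per screening run, cut at about 20% in these data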;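 further: signal is peak over basal fluorescence ratio across a 100 second FLIPR read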
GalR3 antagonist = GalR3 antagonists in HEK293 cells, primary screen, cell-based, fluorescence readout | Galanin receptor type 3 (Homo sapiens), O60755 | HEK293 GalR3-CNG cAMP membrane potential fluorescence; galR3 body fused to GalR1 C-terminus | inhibition, % at 3 µM | 0.44% of 360,000 active;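 active means inhibition above the screen-wide average plus 3 SD, cut at about 13% in these data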;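 further: forskolin and galanin both at EC90 stimulate the cells; cAMP rise reported by CNG channel membrane potential dye signal; 0% = forskolin plus galanin with DMSO and 100% = forskolin alone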
Target sequence (O60755 1-299 limits assumed): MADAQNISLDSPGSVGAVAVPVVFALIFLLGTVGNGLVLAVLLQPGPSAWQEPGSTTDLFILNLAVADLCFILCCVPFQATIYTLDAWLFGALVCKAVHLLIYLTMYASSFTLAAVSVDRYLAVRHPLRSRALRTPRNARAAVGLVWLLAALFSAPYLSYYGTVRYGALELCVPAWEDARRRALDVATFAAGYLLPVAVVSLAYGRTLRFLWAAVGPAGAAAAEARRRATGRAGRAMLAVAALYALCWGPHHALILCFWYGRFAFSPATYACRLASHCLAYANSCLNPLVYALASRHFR
PfM18AAP inh = PfM18AAP inhibitors, malaria aminopeptidase, primary screen, biochemical, QFRET, recombinant enzyme | AID 1822, 2009 | inhibition, % at 7.35 µM | H-Glu-NHMec fluorogenic cleavage | 1.2% of 290,000 active;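 active means inhibition above the campaign mean inhibition over all tested compounds plus 3 SD, cut at about 28% in these data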;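 further: 0% = plate median of test compound wells and 100% = 2 mM ZnCl2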
OXTR potentiate = human OXTR potentiators, primary screen, fluorescence, CHO-OTR cells, Fluo-8 calcium | Oxytocin receptor (Homo sapiens), P30559 | Fluo-8 calcium fluorescence, potentiator mode; 0% = oxytocin EC15, 100% = EC100 | 0.061% of 320,000 active | activation, % at 3 µM;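 active means activation above that plate's cutoff, the mean activation of tested compounds plus 3 SD, cut at about 6.6% in these data, passing the limit was not always enough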;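 further: 100% uses oxytocin at 75 nM as the full agonist control; some results filed as inactive read as strong as hits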
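Material: CHO-OTR cells, human receptor; compound dosing: single dose, 3.0 µM nominal final compound concentration; schedule: 6 min compound pre-incubation at room temperature, 100 s kinetic read; measured by: kinetic Fluo-8 calcium fluorescence; read-out basis: % activation vs EC15 and EC100 oxytocin; controls: EC15 oxytocin alone as 0%, 75 nM oxytocin as 100%; replicates: singlicate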
An asterisk follows results filed as active; · = no result given.

Molecule	MEKK2wt PB1 HTS	GPR7 antagonist	OXTR ag	NALP1 inh	MEKK2 mut-MEK5	V1aR counter	GalR3 antagonist	PfM18AAP inh	OXTR potentiate
CN1C(=O)C(C)(C)c2cc(S(=O)(=O)N3CCN(c4ccccc4)CC3)ccc21	101	5	-0.4	16	1	1.3	·	-2	-7
COC(=O)c1[nH]nc(C(=O)OC(C)(C)C)c1-c1ccccc1	93	-12	3.6	18	-3	3.0	0	5	-6
CC(=O)c1sc(NC(=O)CCS(=O)(=O)c2ccccc2)nc1C	99	-28	0.2	12	-1	0.4	-2	-8	-8
COc1cccc(C(=O)/C=C/Nc2ccc(S(=O)(=O)Nc3ccc(C(C)=O)cc3)cc2)c1	98	-4	0.8	14	-2	1.0	-2	0	-1
CC(=O)N(/N=C1\Sc2ccccc2C1=O)c1ccccc1C	104	22	-1.3	-6	4	1.6	-1	1	-4
Cc1ccc(C(=O)OCC(=O)NCc2ccccc2)cc1S(=O)(=O)N1CCCCC1	·	·	-1.5	·	·	2.5	-4	·	-7
Cc1ccc(SC[C@H](C)CN2CC[C@H](NC(=O)OCc3ccccc3)CCC2=O)cc1	99	4	1.9	-3	-4	2.3	-6	-1	-7
COc1cc2nc(SCC(N)=O)n(CCC3=CCCCC3)c(=O)c2cc1OC	87	-12	-0.5	19	-11	0.0	-2	0	-4
Cc1ccc(F)cc1NC(=O)Nc1cc(C(C)(C)C)nn1C	103	-3	0.6	7	2	1.6	-8	5	-2
COc1cc(OC)cc(-c2c(C#Cc3ccsc3)c3cc(Br)ccc3n2C)c1	·	·	0.3	·	·	1.0	-4	·	-1
CCC1Oc2ccccc2N(CC(=O)NCCN2CCc3ccccc3C2)C1=O (configuration not stated)	104	-1	1.4	-25	0	1.0	-3	-9	-5
Cn1c(=O)c2c(n(Cc3ccccc3)c1=O)NC(=O)C2CC(=O)O (configuration not stated)	106	-6	0.1	-10	4	1.0	-3	8	-8
O=C(COC(=O)/C=C/c1ccc2c(c1)OCO2)NC1CCS(=O)(=O)C1 (configuration not stated)	96	-9	0.7	·	4	0.7	-7	5	1
O=C(CCc1nc2ccccc2c(=O)[nH]1)NC1CCN(Cc2ccccc2)CC1	97	-9	-0.4	11	-4	-0.5	-5	1	-12
CC1Cc2ccccc2N1C(=O)CSc1nncn1C (configuration not stated)	95	-10	0.0	9	-6	-0.1	2	-2	-6
COc1ccc(C)cc1NS(=O)(=O)c1cccc2nonc12	·	-9	-1.1	18	·	-0.4	-1	-3	-12
O=C(O)CC1=C(c2ccc(F)cc2)CCC1=O	106	6	0.3	23	1	1.0	1	-5	-1
CCN(CC)CCOC(=O)c1ccc(NC(=O)CCCN2C(=O)/C(=C/c3cccs3)SC2=S)cc1	140	20	·	18	17	·	-2	5	·
COc1ccccc1N(CC1CO1)S(=O)(=O)c1ccc(C)cc1 (configuration not stated)	100	-3	1.2	16	-3	0.3	-9	-17	-1
CC(=O)C1=C(O)C(=O)N(c2ccc(O)cc2)C1c1ccccc1Cl (configuration not stated)	104	-8	1.9	19	3	1.9	-8	-14	0
O=C1C2C(c3ccccc3)(C(=O)N1c1ccc(Cl)cc1)C2(c1ccccc1)c1ccccc1 (configuration not stated)	106	-6	1.1	19	11	1.3	-4	0	-7
COC(=O)C(C)Sc1nc2c(c(=O)[nH]c(=O)n2C)n1CCCc1ccccc1 (configuration not stated)	102	-16	-2.1	24	4	-1.0	53*	-8	-13
Cc1onc(-c2ccccc2)c1C(=O)Oc1cccnc1	101	-6	-1.1	3	0	1.4	-5	3	-18
O=C(N/N=C/c1cccc(Br)c1)C1CC(=O)N(c2ccccc2)C1 (configuration not stated)	109	-5	-1.4	-4	5	0.6	-7	1	2
Cc1c(C(=O)N2CCN(c3ncccn3)CC2)oc2ccc(Cl)cc12	·	·	-0.3	·	·	1.7	-5	·	0
CS(=O)(=O)Oc1ccccc1/C=C1/N=C(c2ccc(F)cc2)OC1=O	96	-1	-1.2	18	-2	0.4	-2	6	1
N#C/C=C1\Sc2ccccc2C(=O)N1CC(=O)N1CCN(S(=O)(=O)c2ccccc2)CC1	97	-4	-0.9	-10	-1	-0.2	0	2	-4
CCC(C)NC(=O)c1cn(CC)c2ccc(S(=O)(=O)N3CCCCC3)cc2c1=O (configuration not stated)	98	13	3.2	4	2	3.7	-7	2	-5
O=C(Nc1cccnc1)c1cccc(S(=O)(=O)N2CCc3ccccc32)c1	97	-2	3.0	-10	-6	4.9	-4	1	-8
O=C(c1cnn(-c2ccccc2)c1)c1ccc2ccccc2c1O	98	-4	0.1	-1	-2	-0.7	-5	-1	-3
O=C1C2C3C=CC(C3)C2C(=O)N1Cc1cccnc1 (configuration not stated)	106	-5	1.1	2	15	6.3	3	3	-2
CCCC(=O)Nc1cnc(NC(=O)c2cccc(F)c2)cc1C	96	1	0.7	34	-1	1.2	-4	-2	-3
COC(=O)c1ccccc1NC(=O)C1CC(=O)N(c2ccc(OC)cc2)C1 (configuration not stated)	102	0	-0.4	4	2	-0.1	1	8	-7
CCOC(=O)C1CCN(c2ncnc3cc(OC)c(OC)cc23)CC1	98	-12	0.8	·	-3	-0.4	-1	2	-3
COc1ccc(NC(=O)CSc2nc(N)c3cc4c(nc3n2)CCCC4)c(OC)c1	95	2	-1.5	3	0	-0.5	-2	-4	-10
Cc1ccc(C(=O)N/N=C\c2cccn2C)cn1	106	-11	3.2	4	5	1.6	-4	-1	-5
NS(=O)(=O)c1ccc(CNC(=O)/C=C/c2c(Cl)cccc2Cl)cc1	·	2	0.5	0	·	0.7	·	0	-9
CCN1CCN(c2c(Cl)cccc2NC(=O)c2cccs2)CC1	104	4	0.8	7	11	1.6	2	-1	-5
COc1cccc(-n2nnnc2SCC(=O)Nc2ccc(OC)cc2OC)c1	111	-20	-1.3	13	10	0.2	-11	3	-3
Cc1cc([N+](=O)[O-])ccc1NC(=O)CSc1nccc(=O)[nH]1	102	-17	-1.0	4	2	1.2	-5	-5	-17
O=C(NNC(=S)NC(=O)c1ccccc1[N+](=O)[O-])c1ccccc1O	97	2	-0.3	-10	-3	1.4	31*	43*	-1
Cc1cc(C)c2c(N)c(C(=O)NNC(=O)c3ccccc3)sc2n1	94	14	0.5	6	-6	0.6	3	44*	3
CN(c1ccccc1C(=O)Nc1ccc(S(=O)(=O)N2CCOCC2)cc1)S(=O)(=O)c1ccccc1	95	0	2.1	30	-2	2.3	-3	-5	-9
Cc1ccc(CNS(=O)(=O)c2ccc3c(c2)C(C)(C)C(=O)N3C)cc1	101	4	-0.4	15	0	1.4	4	3	-11
COc1ccc(C(=O)/C=C/c2ccc(N(C)C)cc2)c(OC)c1	89	32*	135*	18	-13	154*	-3	-10	-23
O=C(Nc1ccc2c(c1)CCCN2C(=O)c1cccs1)c1c(F)cccc1F	97	13	4.0	13	-1	3.7	1	2	-9
COc1ccc(NC(=O)c2ccc(C#N)cc2)cc1NS(=O)(=O)c1ccc(F)cc1	96	-3	1.2	35	-1	2.0	-3	8	-6
COc1cc([N+](=O)[O-])ccc1NC(=O)Nc1cccnc1	107	-6	5.2	5	7	1.0	4	3	-8
COc1ccc(NS(=O)(=O)c2cccc(NC(=O)CCC(=O)c3ccc(Cl)cc3)c2)cc1	90	-5	5.7	35	6	5.0	-4	2	-7
COc1ccc(N2C(=O)CN(Cc3cc(OC)c(OC)c(OC)c3)C2=S)cc1	100	-1	2.7	23	-7	3.2	14*	16	-6
CC(NC(=O)c1ccccc1Br)C1CC2CCC1C2 (configuration not stated)	·	·	-4.0	·	·	-0.1	1	·	4
COc1cc(C=Nc2c(C)cc(C)cc2C)ccc1OC(C)=O	108	2	0.1	2	-2	0.5	-7	10	-4
COc1ccc(C(=O)Oc2cc(C)c(CN3CCOCC3)cc2C)cc1OC	102	-6	2.3	16	6	5.6	-5	2	-8
Nc1c(C(=O)NCc2ccc3c(c2)OCO3)nnn1Cc1ccc(Br)cc1	104	24*	16	·	-3	37*	1	-5	-9
CCc1ccc(OCC(=O)Nc2nnc(-c3ccco3)s2)cc1	96	0	1.6	26	-1	1.8	5	-2	-6
Cc1cccc(N2C(=O)CCC2=O)n1	96	-8	1.4	31	-1	-0.1	2	-6	-2
CC(NC(=O)COC(=O)c1ccc(Cl)cc1O)c1ccc(F)cc1 (configuration not stated)	111	-4	5.2	-32	-1	6.1	-2	1	-21
Cn1c(=O)n(CC(N)=O)c(=O)c2c1nc1n2CCCN1Cc1ccccc1	104	-8	·	-3	6	·	-10	2	·
Cc1cccc(-n2cc(CN3CCCN(C=O)CC3)c(-c3cccc(F)c3)n2)c1	117	-11	-2.0	-14	7	-0.2	-1	-12	-9
COCCCNC(=S)NC(=O)c1ccc(C)cc1	95	3	-1.4	28	-4	-0.2	2	-11	-4

(continued)
Molecule	MEKK2wt PB1 HTS	GPR7 antagonist	OXTR ag	NALP1 inh	MEKK2 mut-MEK5	V1aR counter	GalR3 antagonist	PfM18AAP inh	OXTR potentiate
O=C(O/N=C(/c1ccccc1)c1ccncc1)c1ccc(F)cc1	92	-14	-2.6	13	-8	-0.6	-8	-2	-3
O=C(OCC(=O)N1CCCCC1)c1c[nH]c(=O)[nH]c1=O	103	-10	1.4	1	2	1.2	-4	-2	-9
COc1ccccc1CNC(=S)NCc1ccc(F)cc1	100	-16	0.4	4	4	1.3	-4	3	-9
C/C=C(/C)C(=O)O[C@@H]1[C@H](OC(C)=O)c2c(ccc3ccc(=O)oc23)OC1(C)C	97	-12	-2.4	26	5	-0.9	0	0	10
CCCn1c(C)cc(C(=O)CN2C(=O)c3ccccc3C2=O)c1C	·	·	0.4	·	·	-0.2	1	·	-4
Cc1ccc(NC(=O)CSc2nnc(-c3cc(C)[nH]n3)n2N)cc1	99	-8	0.2	4	2	0.4	1	4	0
COCCOC(=O)c1c(C)n(C)c2ccc(OC(=O)C3CC3)cc12	95	4	-1.7	12	-4	-0.6	-1	-5	-12
Cc1cc(F)ccc1NC(=O)c1cc(S(=O)(=O)N2CCc3ccccc32)cn1C	98	7	-0.8	12	-2	1.5	·	0	-6
CCN(CC)CCNC(=O)CCc1nnc2ccc(N3CCC(C)CC3)nn12	109	2	0.4	0	7	-0.7	-5	-7	2
COc1ccc(/C=c2/sc3nc(-c4ccccc4)c(-c4ccccc4)n3c2=O)cc1	95	-1	1.5	11	7	0.6	-4	1	0
Cc1cc(Cn2nc(-c3ccccc3)cc2C(=O)NCC2CC2)on1	·	·	-2.1	·	·	0.3	-4	·	-4
